# Screening data deposited in PubChem BioAssay by several laboratories.
# DAX1 inh-1: inhibitors of DAX1 repression of SF-1 activated StAR promoter | HEK293T StAR-luciferase reporter, SF-1/DAX-1 repression relief | inhibition, % at 6.8 µM | actives 1.1% (n = 370,000) | AID 652010;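 active = inhibition above the mean over all tested compounds plus 3 SD, cut at about 3.6% in these data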;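 also: 0% = DAX-1 cells with DMSO and 100% = cells lacking DAX-1 with DMSO; higher inhibition means more luminescence from relief of DAX-1 repression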
# NPR2 activator: GC-B (human) receptor activation; P20594; HEK293-GC-B cells, CNP EC30, cGMP TR-FRET; 0% at EC30 CNP, 100% saturating CNP; activation, % at 10 µM; actives 0.11% (n = 370,000);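 active = activation at 10 µM reaching about 35% in either raw or pattern-adjusted values, limit read from the data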
# sPLA2-III inh: Blocks human group III sPLA2 activity; Q9NZ20; QFRET BODIPY PC-A2 liposome hydrolysis, fluorescence; inhibition, % at 12.2 µM; actives 0.56% (n = 370,000);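 active = inhibition above mean plus 3 SD of compounds lying within the high and low control bounds, cut at about 19% in these data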;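 also: 0% = median of test compound wells and 100% = no enzyme DMSO wells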
# Target sequence (Q9NZ20 whole entry, looked up): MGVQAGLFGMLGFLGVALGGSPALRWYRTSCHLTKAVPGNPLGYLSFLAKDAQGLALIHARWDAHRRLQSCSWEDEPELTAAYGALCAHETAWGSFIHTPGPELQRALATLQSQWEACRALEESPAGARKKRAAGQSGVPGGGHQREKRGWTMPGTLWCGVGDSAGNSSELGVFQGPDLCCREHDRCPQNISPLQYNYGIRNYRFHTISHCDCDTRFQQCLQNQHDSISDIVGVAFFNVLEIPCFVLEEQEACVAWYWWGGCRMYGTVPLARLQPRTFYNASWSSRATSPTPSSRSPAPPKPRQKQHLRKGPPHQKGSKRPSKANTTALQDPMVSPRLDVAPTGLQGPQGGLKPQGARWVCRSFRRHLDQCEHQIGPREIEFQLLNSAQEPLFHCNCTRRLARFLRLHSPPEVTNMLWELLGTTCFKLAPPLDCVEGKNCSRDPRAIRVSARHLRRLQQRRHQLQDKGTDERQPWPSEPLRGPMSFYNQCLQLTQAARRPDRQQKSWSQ
# FXN GAA850 act: activators of GAA850 frataxin (FXN) promoter; HEK293 lucGAA850 FXN promoter luciferase reporter, 24 h; percent of 10 µM SAHA response; activation, % at 6 µM; actives 0.56% (n = 360,000); AID 540364;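 active = activation above the average of all compounds screened plus 3 SD, cutoff fixed separately per campaign, cut at about 7.5% in these data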;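 also: 0% = DMSO wells and 100% = 10 µM SAHA wells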
# GC-A act: GC-A (human) enzyme activation; HEK293 GC-A cells, cGMP TR-FRET, EC30 ANP; 0% at EC30 ANP, 100% saturating ANP; activation, % at 10 µM; actives 0.14% (n = 370,000); AID 1671463; in the data active = activation above about 40%
# hcDAF12 agonist: activates DAF-12 receptor from parasite H. contortus; activation, % at 6.8 µM; HEK293 hcDAF-12 lit1-tk-luc reporter, luminescence; 0% DMSO, 100% Δ7-dafachronic acid; AID 652067; actives 1.4% (n = 370,000);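 active = activation above the mean of all tested compounds plus 3 SD, cut at about 5.5% in these data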;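 also: 100% = response to 3 µM Δ7-dafachronic acid high control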
# DAX1 inh-2: NR0B1 (DAX1) inhibition. P51843. HEK293 Gal4-DAX1 luciferase reporter, luminescence. inhibition, % at 6.75 µM. actives 0.99% (n = 340,000). AID 504766;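 active = inhibition above the mean over all tested compounds plus 3 SD, cut at about 4.2% in these data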;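 also: 0% = DAX1-transfected cells with DMSO and 100% = empty-vector control cells with DMSO; inhibition shows as a rise in luminescence from relieved DAX1 repression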
# Target sequence (P51843 207-470 limits assumed): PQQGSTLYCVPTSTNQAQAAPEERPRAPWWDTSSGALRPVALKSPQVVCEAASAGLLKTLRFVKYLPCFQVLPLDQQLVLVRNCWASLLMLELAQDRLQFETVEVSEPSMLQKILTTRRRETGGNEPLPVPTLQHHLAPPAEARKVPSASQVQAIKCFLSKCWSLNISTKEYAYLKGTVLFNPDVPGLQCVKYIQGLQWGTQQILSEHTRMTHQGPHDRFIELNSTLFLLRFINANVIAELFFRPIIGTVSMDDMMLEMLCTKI
# ssDAF-12 act: activators of S. stercoralis DAF-12 nuclear receptor | activation, % at 6.8 µM | actives 1% (n = 370,000) | AID 652126 | HEK293 ssDAF-12/GRIP1 lit1-tk-luc reporter, luminescence; % of 3 µM dafachronic acid response;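 active = activation above the mean over all tested compounds plus 3 SD, cut at about 0.9% in these data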;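 also: 0% = DMSO-only wells and 100% = 3 µM delta7-dafachronic acid wells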
# proKLK7 act: proKLK7 (human) activation, primary screen; actives 0.9% (n = 370,000); P49862; AID 652039; activation, % at 7 µM; purified proKLK7, EDANS-DABCYL substrate fluorescence; 100% is mature enzyme control, 0% vehicle;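 active = activation above the mean of all tested compounds plus 3 SD, computed per campaign excluding outliers beyond control limits, cut at about 13% in these data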
# Target sequence (P49862 whole entry, looked up): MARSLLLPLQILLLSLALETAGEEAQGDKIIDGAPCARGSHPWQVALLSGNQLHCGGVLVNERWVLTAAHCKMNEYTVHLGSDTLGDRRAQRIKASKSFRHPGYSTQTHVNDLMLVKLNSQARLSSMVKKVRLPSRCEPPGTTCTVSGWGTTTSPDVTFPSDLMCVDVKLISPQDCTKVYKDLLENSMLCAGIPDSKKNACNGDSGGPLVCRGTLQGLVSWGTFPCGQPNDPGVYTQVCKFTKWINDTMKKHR
# hgDAF-12 ag: activates the H. glycines DAF-12 receptor ligand-binding domain; HEK293 GAL4-hgDAF12 UAS-luciferase reporter, agonist luminescence; normalized to butyrate control; activation, % at 6.8 µM; actives 1.8% (n = 370,000);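 active = activation above a cutoff set at the mean of all screened compounds plus 3 SD, cut at about 10% in these data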;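 also: 0% = DMSO wells and 100% = sodium butyrate wells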
# SMARCA2 activ: activators of SMARCA2 function. AID 652017. actives 1% (n = 370,000). MG213 cells, MMTV-luciferase reporter, dexamethasone, overnight. activation, % at 9.1 µM; in the data active = activation above about 7.8%;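 also: 0% = vehicle wells and 100% = reference activator wells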
# * hit, by the source's call; / = no result given.
SMILES,DAX1 inh-1,NPR2 activator,sPLA2-III inh,FXN GAA850 act,GC-A act,hcDAF12 agonist,DAX1 inh-2,ssDAF-12 act,proKLK7 act,hgDAF-12 ag,SMARCA2 activ
Cc1ccc(C(=O)C2CCN(C(=S)NCCCOC(C)C)CC2)cc1,-0.4,-6.2,10.5,2.9,2.6,-0.2,-3.2,-1.8,0.3,0.2,1.9
COc1ccc(NC(=O)C(OC)c2ccccc2)cc1Cl (configuration not stated),0.2,1.4,5.8,4.8,-4.0,1.8,0.6,-0.9,0.4,-2.0,0.3
CC(C)CC(C(=O)NC1CCCC1)N(Cc1cccs1)C(=O)c1snc(C(N)=O)c1N (configuration not stated),-0.3,-12.7,-6.7,-3.8,-34.9,-2.2,-1.2,-1.3,1.1,-2.7,-0.4
CCCC(=Nc1ccc(N)cc1)C1=C(O)C(C(=O)OC)C(C)(C)CC1=O (configuration not stated),-1.0,-2.5,-6.0,1.6,-1.3,0.2,-0.9,-1.5,0.9,-1.2,8.2*
CC1(C)Cc2c(ccc3ccccc23)C(NNC(=O)c2cccnc2)=N1,-0.1,9.1,2.8,3.5,2.3,-0.1,1.3,-1.1,0.0,0.3,0.1
CC[n+]1c(/C=C/N(C)c2ccccc2)oc2ccc(F)cc21,-2.1,-0.6,-11.3,-1.9,2.2,-4.7,-2.4,-1.7,-0.2,-3.3,-6.7
C=CC[N+](C)(C)CCCNC(=O)/C=N/O,-0.1,-0.6,8.6,0.7,2.0,-1.7,-0.8,-1.9,-0.4,-0.1,-0.1
COc1ccc(-c2c(C(C)=O)c(C)nc3sc4c(=N)n(N)cnc4c23)cc1,-0.7,-5.8,8.5,-1.6,3.9,-1.1,0.5,-1.9,-0.6,-0.6,2.0
CCCCNC(=O)C(=O)N/N=C/c1ccc(C(=O)OC)cc1,-0.2,-0.6,2.2,-0.4,-3.5,2.1,2.9,-0.9,0.1,0.1,-1.8
O=C(CSc1nccc(=O)[nH]1)c1c[nH]c2ccccc12,0.3,2.7,-2.5,-1.2,-0.1,3.9,-0.1,-0.3,0.5,-0.9,-0.2
CSc1cccc(NC(=S)N(CCN(C)C)C(C)c2ccncc2)c1 (configuration not stated),0.3,0.0,2.3,4.2,-3.6,0.6,-1.6,-1.4,0.9,1.4,1.1
O=S(=O)(c1ccccc1F)N1CCC(c2nc3ccccc3o2)CC1,1.5,-7.1,-0.1,/,-4.2,2.1,/,-1.1,0.5,-2.3,-3.9
Cc1noc(C)c1NC(=O)N(C)C[C@H]1Oc2c(cccc2N(C)C)C(=O)N([C@H](C)CO)C[C@@H]1C,-0.1,3.9,-9.3,2.2,-0.5,-1.2,-1.2,-1.5,0.3,0.2,-1.3
COc1ccc(NC(=O)C2CCCN(S(=O)(=O)c3c(C)n[nH]c3C)C2)cc1OC (configuration not stated),-0.5,-4.8,-0.9,2.6,0.2,-1.4,-0.1,0.1,-0.2,1.0,-1.8
CC(C)NC(=O)NC(=O)COC(=O)c1ncc(Cl)c(Cl)c1Cl,0.2,1.5,5.3,1.7,4.7,-0.7,2.1,-0.8,0.7,-0.3,4.6
Cc1cccc(C(=O)N[C@H](C(=O)Nc2nc3ccc(S(C)(=O)=O)cc3s2)C(C)C)c1,-1.2,-17.3,-36.7,-1.2,0.9,-1.7,-0.8,-1.2,0.6,-0.8,-3.5
O=C(NNC(=O)C1C2C=CC(C2)C1C(=O)O)c1ccccc1O (configuration not stated),1.0,2.5,14.7,2.2,7.0,1.1,1.0,-0.6,1.8,-1.0,-2.3
CC(C)(C)OC(=O)N1CCCC(C(=O)Nc2cccc(C(=O)NC3CC3)c2)C1 (configuration not stated),-0.3,6.6,7.0,0.4,4.7,-0.4,0.9,-1.0,0.8,-1.4,-1.6
CC(=O)Nc1ccc2c(c1)nc1n2CCSC1,-0.1,-0.3,1.6,1.6,5.1,-2.0,-0.3,-1.5,-69.4,0.5,2.1
CC(=O)N(CN1C(=O)CCC1=O)c1ccc(Cl)c(Cl)c1,-2.2,-0.1,5.5,-5.1,-5.7,-4.1,-4.3,-2.5,-0.7,-10.3,-6.3
COc1cccc(C(=O)Nc2ccc(F)c(F)c2F)c1,2.4,5.5,7.3,5.8,2.2,3.9,0.7,-0.5,0.1,6.8,9.0*
O=C(CC(O)(c1ccccc1)C(F)(F)F)c1cccs1 (configuration not stated),0.3,-4.1,5.2,-1.5,-0.2,-0.5,0.0,-1.4,-0.4,2.4,-3.2
CC(C)c1ccc(C2(C)NC(=O)N(CC(=O)NC3(C#N)CCCC3)C2=O)cc1 (configuration not stated),1.2,4.6,-3.4,0.9,1.8,0.9,-0.9,-1.2,0.3,-5.0,-1.4
O=C(Cn1ccc([N+](=O)[O-])n1)N1CCCCCC1,-0.9,-2.2,13.2,1.7,0.3,-1.0,0.1,-1.1,-0.2,3.7,-3.6
CCOC(=O)C1(C(F)(F)F)N=C(C(F)(F)F)Nc2ccc(F)cc21 (configuration not stated),-0.2,6.9,14.9,-0.2,0.1,0.4,0.2,-0.1,0.4,1.4,-3.7
# Carrying on.
SMILES,DAX1 inh-1,NPR2 activator,sPLA2-III inh,FXN GAA850 act,GC-A act,hcDAF12 agonist,DAX1 inh-2,ssDAF-12 act,proKLK7 act,hgDAF-12 ag,SMARCA2 activ
CC(C)CN1C(=O)c2ccc(C(=O)Nc3ccccn3)cc2C1=O,0.1,-3.1,6.6,2.8,4.2,0.0,0.3,-1.0,0.2,3.1,5.5
O=C(O)c1ccc(NS(=O)(=O)Cc2ccc(Cl)c(Cl)c2)cc1,1.0,-1.0,4.4,0.9,3.5,-0.3,0.6,-0.9,0.4,-1.6,1.6
CC(=O)N1CCN(C(C)=O)c2ccccc21,0.2,3.4,-1.3,-0.5,2.9,-0.7,2.0,-1.3,-0.8,0.1,-1.2
COc1cc(C(=O)OCCCOC(=O)c2cc(OC)c(OC)c(OC)c2)cc(OC)c1OC,-0.7,0.5,-10.9,0.5,-3.9,-1.5,-0.4,-0.7,-0.1,-0.8,-1.8
CCC1=C(OC(=O)N(CC)CC)N2C(=O)OC(=NCC3CC3)[C@]2(C)[C@H]2C1=CC[C@H]1C(=O)N(CC)C(=O)[C@H]12,1.4,-5.5,4.4,0.5,4.6,-0.5,-0.3,-1.3,0.0,-0.7,-1.5
Cc1ccc(OCC(=O)Nc2ccc(S(=O)(=O)N3CCOCC3)cc2)c([N+](=O)[O-])n1,-1.1,-0.6,2.9,-0.1,0.2,-1.2,0.3,-1.8,-0.2,-2.5,0.3
O=C(/C=C/c1cccc([N+](=O)[O-])c1)NCCN1CCOCC1,0.8,-5.0,-5.0,1.1,1.4,-0.4,-0.1,-1.7,-0.3,-2.4,0.8
CC(=O)N/N=C(\C)c1cccc(NC(=O)c2cccs2)c1,-0.7,0.7,-1.6,1.4,-0.4,-2.1,-0.4,-2.6,-0.3,2.3,0.6
COC(=O)CCCn1cc(CN2CC(N3CCN(C)CC3)CS2(=O)=O)nn1 (configuration not stated),-0.5,1.5,12.0,/,1.3,-0.7,/,-0.9,0.0,0.7,0.7
O=C(O)/C=C/c1cn(Cc2ccccc2)nc1-c1cccs1,-0.6,2.7,-4.1,1.9,-3.1,-1.2,0.6,-1.5,0.3,2.4,-1.0
CCN(CC)S(=O)(=O)c1ccc(C(=O)NCCCn2ccnc2)cc1,-0.1,2.2,-1.9,0.5,5.1,-0.8,1.2,-1.4,0.2,-2.0,3.2
COc1cc2c3c(c1OC)C1(C=CC(=O)C=C1)CC3N(C(C)=O)CC2 (configuration not stated),0.6,-2.8,8.0,0.4,-2.6,-1.7,-0.8,-1.5,-0.2,-0.7,-2.1
CCS(=O)(=O)N1CCN(c2cc3c(cc2[N+](=O)[O-])n(C)c(=O)n3C)CC1,-0.1,3.3,4.4,1.0,-0.2,-2.4,1.0,-0.8,-0.3,-0.8,-1.3
O=[N+]([O-])c1ccc(-c2cnc(SCc3ccccc3Cl)[nH]2)cc1,-0.9,-2.0,-6.6,7.5,5.6,-0.5,-0.3,-1.7,0.1,4.0,2.8
Cc1ccc(-c2nc(C(=O)NCCCN3CCOCC3)cc3c2[nH]c2ccccc23)cc1,-1.6,2.5,-14.2,-1.9,3.2,-2.7,-1.3,-1.5,-4.5,-2.8,-1.3
COC(=O)c1sc(N)nc1C(C)(C)C,0.2,0.1,-0.7,-1.1,-1.6,0.9,0.7,-0.8,-0.3,-0.6,-1.3
CCOc1cc(C(=O)OCC(=O)Nc2ccc(SC(F)F)cc2)cc(OCC)c1OCC,-0.5,2.2,-12.2,-0.7,0.4,-0.4,1.4,-1.5,0.4,-2.0,-2.7
CCCCn1c(O)c(N=NC(=O)Cn2c(C(F)(F)F)nc3ccccc32)c2ccccc21,-0.2,-1.6,-1.9,1.3,-3.5,1.0,0.3,-0.5,-0.7,1.6,1.7
CCOC(=O)c1nnn(-c2nonc2N)c1CN(CC)CC,0.2,5.6,4.4,2.8,5.6,0.1,-0.5,-1.2,-0.4,-0.2,-3.1
CC1=CN2C(=NC(=O)CC2(C)C(=O)N(CC(=O)NC2CCCC2)Cc2ccc(Cl)cc2)C=C1 (configuration not stated),-0.1,1.1,0.4,-0.7,3.6,0.8,-1.1,-0.3,10.3,-0.5,-2.1
NCCN1CCN(CC(=O)N2c3ccccc3C(=O)Nc3cccnc32)CC1,0.6,1.3,3.3,0.4,3.0,0.9,0.6,-0.8,0.4,-1.0,-0.9
Cc1ccc(S(=O)(=O)NCCCNS(=O)(=O)c2ccccc2Br)cc1,0.3,-0.4,-24.0,-0.5,-0.2,-2.3,0.5,-1.1,0.2,1.2,-1.3
COc1cc(/C=N/Nc2cccc(C)c2)ccc1OC(=O)c1cccs1,0.0,5.9,9.0,1.0,1.3,0.5,0.2,-1.2,-0.6,3.0,-0.3
CC1CCCCC12NC(=O)N(CC(=O)NCCc1ccc(F)cc1)C2=O (configuration not stated),3.2,-0.4,-0.6,3.1,4.6,1.5,-0.1,-0.8,-0.5,2.2,-3.4
CCOC(=O)[C@]12CCCC=C1N(CCc1ccc(OC)c(OC)c1)C(=O)[C@H](CC(=O)N1CCCC1)C2,0.3,-0.5,2.8,/,0.1,1.0,/,-1.4,-0.7,-3.2,-5.0
NC(=O)CCC(NS(=O)(=O)c1ccc(Cl)cc1)C(=O)NCc1ccccc1 (configuration not stated),-0.2,-0.4,-8.5,/,0.1,-0.4,/,-1.2,0.2,1.9,-0.7
CCOCc1[nH]c(=S)[nH]c(=O)c1Cc1ccc(OCC(C)C)cc1,0.4,-4.4,-1.8,3.3,-3.0,-0.8,/,-1.6,0.7,-4.0,-1.6

# 3 structures already listed, sorted by SMILES length, low to high.
SMILES,DAX1 inh-1,NPR2 activator,sPLA2-III inh,FXN GAA850 act,GC-A act,hcDAF12 agonist,DAX1 inh-2,ssDAF-12 act,proKLK7 act,hgDAF-12 ag,SMARCA2 activ
CC(=O)N1CCN(C(C)=O)c2ccccc21,0.2,3.4,-1.3,-0.5,2.9,-0.7,2.0,-1.3,-0.8,0.1,-1.2
CC(=O)N/N=C(\C)c1cccc(NC(=O)c2cccs2)c1,-0.7,0.7,-1.6,1.4,-0.4,-2.1,-0.4,-2.6,-0.3,2.3,0.6
COc1cc(C(=O)OCCCOC(=O)c2cc(OC)c(OC)c(OC)c2)cc(OC)c1OC,-0.7,0.5,-10.9,0.5,-3.9,-1.5,-0.4,-0.7,-0.1,-0.8,-1.8
